MC4R antag cAMP = blocks human MC4R cAMP signaling; MC4R-expressing cells, MTII-stimulated cAMP, LANCE TR-FRET; inhibition, % at 6.5 µM; 360,000 tested, 0.48% active;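 active = inhibition above its plate's cutoff, the mean of tested wells on that plate plus 3 SD, cut at about 29% in these data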;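 note: 0% = Melanotan II alone and 100% = Melanotan II plus saturating MCL0020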
Target sequence (P32245 whole entry, looked up): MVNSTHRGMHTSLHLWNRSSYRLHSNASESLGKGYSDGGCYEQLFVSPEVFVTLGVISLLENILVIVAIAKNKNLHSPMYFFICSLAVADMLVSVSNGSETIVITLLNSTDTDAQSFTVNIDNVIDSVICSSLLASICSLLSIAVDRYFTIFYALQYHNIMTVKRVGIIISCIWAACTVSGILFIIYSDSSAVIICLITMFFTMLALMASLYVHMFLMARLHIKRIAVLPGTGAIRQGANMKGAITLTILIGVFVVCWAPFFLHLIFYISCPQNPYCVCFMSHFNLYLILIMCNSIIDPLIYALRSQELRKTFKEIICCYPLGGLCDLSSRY
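material = U2OS cells stably expressing human melanocortin 4 receptor (MC4R) | also added = Melanotan II challenge | dosing = single nominal compound dose of 6.5 µM | detection = TR-FRET with Eu-cAMP and labeled anti-cAMP, 671 nm | replication = singlicate | timing = compound 30 min, challenge 1 h, detection 1 h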
ABHD5-PLIN5 inh = inhibitors of human ABHD5-perilipin-5 interaction; 360,000 tested, 0.78% active; Split G. princeps luciferase complementation, luminescence, 4 h; inhibition, % at 4 µM;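 active = inhibition above the mean inhibition across every tested compound plus 3 SD, cut at about 22% in these data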;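 note: 0% = DMSO only wells and the 100% control is not disclosed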
NOD2 RIPK2 PPI = inhibitors of human NOD2-RIPK2 interaction; 360,000 tested, 0.38% active; CHO BLA complementation NOD2-RIPK2, CCF4 ratio; inhibition, % at 4.98 µM; O43353; in the data active = inhibition above about 21%;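 note: 0% = vehicle only and 100% = reference blocker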
Target sequence (O43353 whole entry, looked up): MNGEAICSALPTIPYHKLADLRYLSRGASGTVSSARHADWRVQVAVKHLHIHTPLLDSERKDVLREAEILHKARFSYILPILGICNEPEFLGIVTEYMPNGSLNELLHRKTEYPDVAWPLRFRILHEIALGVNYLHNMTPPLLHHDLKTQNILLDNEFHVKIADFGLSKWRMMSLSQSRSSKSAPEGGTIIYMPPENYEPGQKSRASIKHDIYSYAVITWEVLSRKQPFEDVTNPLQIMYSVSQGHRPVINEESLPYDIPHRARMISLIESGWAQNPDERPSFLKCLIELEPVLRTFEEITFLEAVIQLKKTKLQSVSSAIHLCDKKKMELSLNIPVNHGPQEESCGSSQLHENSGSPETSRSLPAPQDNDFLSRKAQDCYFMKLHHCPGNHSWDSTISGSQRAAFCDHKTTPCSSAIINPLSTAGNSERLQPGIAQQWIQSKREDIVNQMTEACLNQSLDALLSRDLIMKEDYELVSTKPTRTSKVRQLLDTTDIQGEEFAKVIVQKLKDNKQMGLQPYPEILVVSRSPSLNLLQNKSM
ABCB6 inh MLPCN = blocks the human ABCB6 transporter; Q9NP58; K562-ABCB6 porphyrin accumulation, flow cytometry, 1 h; active compounds read low; fluorescence ratio to DMSO, % at 10 µM; 360,000 tested, 0.19% active; AID 602162;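 active = fluorescence ratio to DMSO below 75%, the collection mean minus 3 SD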;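 note: signal is porphyrin accumulated inside mitochondria; 100% equals median channel fluorescence of DMSO control wells; lower ratio means ABCB6 inhibition with less porphyrin fluorescence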
Granule exo inh = lytic granule exocytosis inhibition; TALL-104 LAMP-1 surface exposure, flow cytometry; cells stimulated with thapsigargin and PMA; inhibition, % at 10 µM; 360,000 tested, 0.66% active; AID 651702;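 active = inhibition above about 55%, limit read from the data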
Glyco luc inh = N-linked glycosylation inhibition; D54 ERlucT glycosylation luciferase reporter, 24 h; percent of 100 nM tunicamycin response; reporter increase, % at 12.5 µM; AID 588692; 360,000 tested, 0.23% active;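 active = mean luciferase reporter signal, scaled so untreated is 0 and the glycosylation-blocking control 100, at or above a set limit in every replicate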;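 note: luciferase carries N-glycosylation sites so blocking glycosylation raises the light; 0% = median of neutral control wells and 100% = median of 100 nM tunicamycin wells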
Vif inh = blocks HIV Vif function. HEK293T cells, Vif self-association by quenched fluorescence, imaging, 24 h. inhibition, % at 7.49 µM. 340,000 tested, 0.35% active; in the data active = inhibition above about 50%, passing the limit was not always enough; note: some results filed as inactive read as strong as hits
aDG glyco act = increases alpha dystroglycan glycosylation | Pro5-aDG cells, alpha-DG glycosylation AlphaScreen (IIH6); 0% Pro5, 100% B10-LARGE cell signal | activation, % at 10 µM | 360,000 tested, 0.22% active | AID 624168;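 active = activation of at least 8% versus controls, or a plate z-score of at least 8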;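 note: Pro5 are CHO cells carrying HIG-tagged alpha-DG that lacks glycosylation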
TLR9-MyD88 inh = inhibitors of human TLR9-MyD88 binding | Q9NR96+Q99836 | CHO BLA complementation TLR9-MyD88, CCF4 FRET ratio | inhibition, % at 4.98 µM | 340,000 tested, 0.21% active;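 active = inhibition above the mean over all tested compounds plus 3 SD, cut at about 21% in these data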;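 note: 0% = DMSO only wells and 100% = clavulanate BLA inhibitor control wells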
MC4R barr agon = human MC4R agonism via beta-arrestin; activation, % at 8.9 µM; U2OS MC4R beta-arrestin complementation, luminescence; percent of melanotan II response, DMSO zero; 360,000 tested, 0.98% active;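 active = activation above a per-plate cutoff, the mean activation of sample wells on that plate plus 3 SD, cut at about 8% in these data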
Starred values were filed as active, the others as inactive; / = not tested or not shown. This is a subset; the hit share may differ from the screen's.

1) COc1cc(C(=O)Nc2cc(-c3nc4cc(C)ccc4o3)ccc2C)cc(OC)c1OC
2) c1ccc(-c2cnc(CSc3nnc4ccccn34)o2)cc1
3) CCCC(=O)Nc1nnc(SCC(=O)NCc2ccc3c(c2)OCO3)s1
4) CC(C)(C)c1ccc(C(=O)NNC(=O)CCc2ccccc2)cc1
5) COc1cc(C(=O)N[C@H](C(=O)NC(C)C23CC4CC(CC(C4)C2)C3)C(C)C)cc(OC)c1OC (some centres not stated)
6) O=C(Cc1c[nH]c2ccccc12)Nc1ccc(N2CCOCC2)cc1
7) Cc1ccc(NC(=O)CSc2ncc(S(=O)(=O)c3ccccc3)c(=O)[nH]2)cc1C
8) C/C=N/NC(=O)c1cc(Br)ccc1O
9) O=C(Cc1cccc2ccccc12)Nc1ccc2oc(-c3ccccc3)nc2c1
10) CC1(C(=O)Nc2ccc3c(c2)OCO3)CCN1C(=O)Cc1cccs1 (configuration not stated)
Screen / compound no.	1	2	3	4	5	6	7	8	9	10
MC4R antag cAMP	11	1	8	3	-2	1	0	19	10	16
ABHD5-PLIN5 inh	4	-2	3	-11	11	-4	8	3	-4	5
NOD2 RIPK2 PPI	8	4	-8	-9	-7	-4	-7	-2	7	-15
ABCB6 inh MLPCN	105	96	103	99	97	96	97	98	96	100
Granule exo inh	-2	-1	-6	2	2	-1	-3	1	0	-3
Glyco luc inh	2	-8	0	1	0	-2	3	2	1	1
Vif inh	-14	-10	8	-3	-6	3	-10	3	-9	-6
aDG glyco act	0.0	0.1	-0.1	-0.2	0.0	0.5	2.0	0.0	0.4	-0.1
TLR9-MyD88 inh	-1	-7	4	/	-2	-7	2	-8	-2	/
MC4R barr agon	0.6	-2.0	-1.1	0.9	0.2	2.5	-3.2	2.0	2.1	-1.1

Full records, quoted from the list. Values in the order: MC4R antag cAMP	ABHD5-PLIN5 inh	NOD2 RIPK2 PPI	ABCB6 inh MLPCN	Granule exo inh	Glyco luc inh	Vif inh	aDG glyco act	TLR9-MyD88 inh	MC4R barr agon
`CC1(C(=O)Nc2ccc3c(c2)OCO3)CCN1C(=O)Cc1cccs1` (configuration not stated) in the list: 16	5	-15	100	-3	1	-6	-0.1	/	-1.1
`COc1cc(C(=O)N[C@H](C(=O)NC(C)C23CC4CC(CC(C4)C2)C3)C(C)C)cc(OC)c1OC` (some centres not stated) in the list: -2	11	-7	97	2	0	-6	0.0	-2	0.2
`c1ccc(-c2cnc(CSc3nnc4ccccn34)o2)cc1` in the list: 1	-2	4	96	-1	-8	-10	0.1	-7	-2.0

Next part:
11) COc1ccc(CCNC(=O)Cn2nnc(-c3ccc(OC)c(OC)c3)n2)cc1OC
12) COc1ccc(NC(=O)CC2Nc3cccc4cccc(c34)NC2=O)cc1 (configuration not stated)
13) S=C(NCc1ccco1)Nc1ccc2c(c1)OCCO2
14) Cc1ccc(N(CC(=O)NCc2ccc(F)cc2)C(=O)CCC(=O)Nc2ccccn2)cc1C
15) CN1CCN(S(=O)(=O)c2ccc(NC(=O)c3ccccc3F)cc2)CC1
16) COc1cc(C(C)=O)ccc1COc1ccc(C(=O)OC(C)C(=O)NC(N)=O)cc1OC (configuration not stated)
17) Cc1ccnc(NS(=O)(=O)c2ccc(NC(=O)C3COc4ccccc4O3)cc2)n1 (configuration not stated)
18) Nn1c(Nc2ccc(Cl)cc2)nncc1=O
19) Cc1cc(C=O)c(C)n1-c1cccc(C(=O)O)c1
20) COc1cc(/C=N/NC(=O)c2cccc(C(=O)N/N=C/c3ccc(O)c(OC)c3)n2)ccc1O
Screen / compound no.	11	12	13	14	15	16	17	18	19	20
MC4R antag cAMP	5	15	-1	10	-9	22	22	3	33*	-9
ABHD5-PLIN5 inh	-4	5	3	-7	-6	-2	-3	0	-5	1
NOD2 RIPK2 PPI	-6	-17	-2	-25	-1	-14	-12	2	-2	-13
ABCB6 inh MLPCN	102	95	97	101	94	104	100	93	103	96
Granule exo inh	1	61*	2	38	-7	2	-1	1	-2	-8
Glyco luc inh	2	-2	-2	1	-1	5	0	1	0	1
Vif inh	1	-13	3	-18	4	0	-1	6	1	4
aDG glyco act	-0.2	-0.4	0.3	0.3	-0.1	0.0	-0.4	0.2	-0.2	0.1
TLR9-MyD88 inh	-8	2	-5	2	-2	-8	-3	6	2	4
MC4R barr agon	-1.7	1.1	-4.4	-0.9	-0.2	-0.6	-0.7	-2.1	0.1	-1.3

21) Cc1cccc(CCN2C(N(C)C)=NC[C@@H]2Cc2ccccc2)c1
22) COc1ccccc1N1CCN(CC(=O)Nc2nccs2)CC1
23) Cc1nc(C(=O)NC2CCOCC2)sc1C1(C)CC(c2cccc([N+](=O)[O-])c2)=NO1 (configuration not stated)
24) CCOC(=O)C1CCCN(C(=O)c2oc3ccccc3c2C)CC1 (configuration not stated)
25) O=C(CSc1ccc2nnc(CCNC(=O)c3ccccc3)n2n1)Nc1ccccc1F
26) O=C(CN1C(=O)NC2(CCCC2)C1=O)N1CCN(S(=O)(=O)c2cc(Cl)ccc2Cl)CC1
27) O=C(c1cccc(N2C(=O)C3C4C=CC(C4)C3C2=O)c1)N1CCCCCC1 (configuration not stated)
28) Cc1ccc(N2C(=O)CSC2c2cccnc2)cc1F (configuration not stated)
29) Cc1nc(Cc2nnc(SCC(=O)N3c4ccccc4NC(=O)C3(C)C)o2)cs1
30) Cc1oc2ccc(OCc3c(F)cccc3Cl)cc2c1C(=O)O
Screen / compound no.	21	22	23	24	25	26	27	28	29	30
MC4R antag cAMP	3	2	5	-2	12	4	6	8	-1	9
ABHD5-PLIN5 inh	-1	-9	9	6	0	-4	2	-2	-3	-2
NOD2 RIPK2 PPI	-2	-1	-3	0	-8	0	-2	5	0	-3
ABCB6 inh MLPCN	96	100	99	102	97	99	101	103	99	104
Granule exo inh	-8	4	31	-4	-2	3	-1	-11	-6	0
Glyco luc inh	2	0	1	0	0	3	2	-1	0	-1
Vif inh	3	-4	3	-2	-2	10	5	-7	-3	-8
aDG glyco act	-0.1	-0.2	-0.4	-0.1	0.0	0.1	-0.2	0.2	0.4	0.0
TLR9-MyD88 inh	3	-4	-1	/	-5	-2	6	1	-5	0
MC4R barr agon	-0.5	-0.8	-0.5	-0.6	-1.1	0.1	-0.1	-2.1	-1.1	3.0

31) CCN(CC(=O)Nc1ccccc1C(F)(F)F)CC(=O)NC1CC1
32) COc1ccccc1-c1cc(NC(C)=O)c2ncc(-c3ccc(S(C)(=O)=O)cc3)n2c1
33) O=C(C(c1ccccc1)N1CCOCC1)N1CCOCC1 (configuration not stated)
34) Cc1occc1C(=O)Nc1cccc(/C=C/C(=O)O)c1
35) O=C(NCc1cccc(Br)c1)c1cc(-c2ccccc2)nn1CC1CC(c2cccnc2)=NO1 (configuration not stated)
36) CC(C)C[C@H](NC(=O)OC(C)(C)C)C(=O)N[C@@H](CO)[C@H](O)[C@@H]1C[C@@H]1C(=O)NC1CCCCC1
37) CN1/C(=C/C2CC(=O)N(c3ccc([N+](=O)[O-])cc3)C2=O)C(C)(C)c2ccccc21 (configuration not stated)
38) CCCc1nc(SCC(=O)N2CCC(C)CC2)c2c(=O)n(C)c(=O)n(C)c2n1
39) COc1ccc(Nc2nc(N)c(C(=O)c3ccc(OC)cc3)s2)cc1
40) O=C(Nc1ccc(-c2csc(Nc3cccc(C(F)(F)F)c3)n2)cc1)c1cccc(C(F)(F)F)c1
Screen / compound no.	31	32	33	34	35	36	37	38	39	40
MC4R antag cAMP	5	11	-1	0	12	4	15	3	-18	22
ABHD5-PLIN5 inh	2	2	-4	-1	0	-3	-5	-13	-8	-5
NOD2 RIPK2 PPI	4	-2	-2	2	-3	6	-16	7	11	-7
ABCB6 inh MLPCN	100	93	94	91	97	108	123	90	100	103
Granule exo inh	-10	-9	-1	-2	-5	-1	12	-3	38	13
Glyco luc inh	1	0	1	0	-3	2	2	-5	22	-13
Vif inh	8	5	4	19	-6	/	/	-10	/	-6
aDG glyco act	0.1	0.1	-0.1	-0.1	0.7	0.3	0.0	0.2	-0.4	0.5
TLR9-MyD88 inh	-3	/	-11	-4	-3	0	5	-7	6	-5
MC4R barr agon	0.5	0.3	-0.9	-1.7	-1.0	1.0	-3.3	1.9	1.3	-0.9

41) O=C(NNC(=O)c1ccc(Br)cc1)c1ccncc1
42) c1ccc(OCCSc2nc3ccccc3[nH]2)cc1
43) COc1ccc(C/C(O)=C(\C#N)c2nc3ccccc3[nH]2)cc1OC
44) Nn1c(COc2ccccc2)nnc1SCC(=O)O
45) COc1ccccc1CNC(=O)c1c(N)n(CCCN2CCOCC2)c2nc3ccccc3nc12
46) O=C(NCC1CCCO1)c1ccc(COc2ccccc2Br)cc1 (configuration not stated)
47) COC(=O)N/N=C/c1cc(N=Nc2ccccc2)ccc1O
48) OCCN1CCN(Cc2cc(Cl)c3cccnc3c2O)CC1
49) Nc1nc2ccccc2n1C(=O)CCc1ccccc1
50) Cc1ccc(Cc2c(-c3ccc(Br)cc3)nc3ccc(Br)cn23)cc1
Screen / compound no.	41	42	43	44	45	46	47	48	49	50
MC4R antag cAMP	15	9	-2	16	12	-6	-5	12	-20	-12
ABHD5-PLIN5 inh	-4	-2	-2	6	12	-4	-3	1	1	-12
NOD2 RIPK2 PPI	5	-8	7	1	-15	9	3	5	3	6
ABCB6 inh MLPCN	101	100	102	125	108	93	94	95	99	96
Granule exo inh	-11	-1	-1	-2	72*	-3	1	1	-3	-4
Glyco luc inh	0	0	0	1	0	0	0	1	3	2
Vif inh	0	-6	5	4	7	8	-7	-5	13	-8
aDG glyco act	-0.1	0.1	0.4	0.1	2.1	0.5	-0.1	0.7	-0.2	0.5
TLR9-MyD88 inh	-17	-3	-2	5	-16	-1	2	4	1	-6
MC4R barr agon	-0.5	0.9	-2.1	0.6	2.7	2.6	2.5	-2.6	-1.3	0.5

Gathered by group: the compounds so far containing a COOH group.
19) Cc1cc(C=O)c(C)n1-c1cccc(C(=O)O)c1
30) Cc1oc2ccc(OCc3c(F)cccc3Cl)cc2c1C(=O)O
34) Cc1occc1C(=O)Nc1cccc(/C=C/C(=O)O)c1
44) Nn1c(COc2ccccc2)nnc1SCC(=O)O
Screen / compound no.	19	30	34	44
MC4R antag cAMP	33*	9	0	16
ABHD5-PLIN5 inh	-5	-2	-1	6
NOD2 RIPK2 PPI	-2	-3	2	1
ABCB6 inh MLPCN	103	104	91	125
Granule exo inh	-2	0	-2	-2
Glyco luc inh	0	-1	0	1
Vif inh	1	-8	19	4
aDG glyco act	-0.2	0.0	-0.1	0.1
TLR9-MyD88 inh	2	0	-4	5
MC4R barr agon	0.1	3.0	-1.7	0.6

More entries
51) CCN(C(=O)c1cnc2scc(C)n2c1=O)c1ccccc1C
52) COc1ccc(CNC(N)=O)cc1
53) CCn1c(SCC(=O)OC2CCCCC2)nc2ccccc2c1=O
54) O=C(O)C1CCN(C(=O)CCN2C(=O)S/C(=C\c3ccccc3)C2=O)CC1
55) CCNc1nc(OC)nc(Oc2ccc(C(=O)OC)cc2)n1
Screen / compound no.	51	52	53	54	55
MC4R antag cAMP	11	5	2	1	11
ABHD5-PLIN5 inh	7	4	-5	-6	4
NOD2 RIPK2 PPI	-7	2	2	-8	-2
ABCB6 inh MLPCN	99	101	94	105	98
Granule exo inh	-2	2	-1	-1	-2
Glyco luc inh	1	1	0	2	0
Vif inh	-6	-2	21	-3	15
aDG glyco act	1.8	-0.2	0.4	5.0	0.4
TLR9-MyD88 inh	0	-3	-2	-7	-7
MC4R barr agon	1.3	-4.1	7.2	-2.2	0.4

Assay outcomes: PubChem, several laboratories
